# Source: PubChem BioAssay
# DAGLB inhibitor – blocks human DAGLB lipase activity; Q8NCG7; HEK293T DAGLB membrane lysate, EnzChek fluorogenic substrate; inhibition, % at 5.17 µM; hit rate 0.059% among 340,000; AID 504411; in the data active = inhibition above about 34%;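 note: 0% = enzyme with vehicle and 100% = wells lacking enzyme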
# V-ATPase pHluor – alters yeast V-ATPase proton transport; response, % at 10 µM; S. cerevisiae, pHLuorin cytosolic pH fluorescence; AID 504577; hit rate 0.37% among 350,000; in the data active = response mostly above about 7.3%, no sharp cut-off; inactive = mostly below about 5.4%; note: actives read high; inactives centre near 0; some compounds called inactive have numbers as strong as hits; reference of the scale not given here
# DSG3 Ab inh – human desmoglein-3 autoantibody binding inhibition; P32926; DSG3-coupled beads, scFv-anti-DSG3-GFP binding, flow cytometry; hits give low values; binding (percent of control), % at 10 µM; hit rate 0.48% among 310,000;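 active = binding more than 3 SD below its plate's average and above zero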;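 note: hits lower antibody fragment binding to DSG3; some compounds called inactive have numbers as strong as hits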
# Target sequence (P32926 whole entry, looked up, the tested form may be a part): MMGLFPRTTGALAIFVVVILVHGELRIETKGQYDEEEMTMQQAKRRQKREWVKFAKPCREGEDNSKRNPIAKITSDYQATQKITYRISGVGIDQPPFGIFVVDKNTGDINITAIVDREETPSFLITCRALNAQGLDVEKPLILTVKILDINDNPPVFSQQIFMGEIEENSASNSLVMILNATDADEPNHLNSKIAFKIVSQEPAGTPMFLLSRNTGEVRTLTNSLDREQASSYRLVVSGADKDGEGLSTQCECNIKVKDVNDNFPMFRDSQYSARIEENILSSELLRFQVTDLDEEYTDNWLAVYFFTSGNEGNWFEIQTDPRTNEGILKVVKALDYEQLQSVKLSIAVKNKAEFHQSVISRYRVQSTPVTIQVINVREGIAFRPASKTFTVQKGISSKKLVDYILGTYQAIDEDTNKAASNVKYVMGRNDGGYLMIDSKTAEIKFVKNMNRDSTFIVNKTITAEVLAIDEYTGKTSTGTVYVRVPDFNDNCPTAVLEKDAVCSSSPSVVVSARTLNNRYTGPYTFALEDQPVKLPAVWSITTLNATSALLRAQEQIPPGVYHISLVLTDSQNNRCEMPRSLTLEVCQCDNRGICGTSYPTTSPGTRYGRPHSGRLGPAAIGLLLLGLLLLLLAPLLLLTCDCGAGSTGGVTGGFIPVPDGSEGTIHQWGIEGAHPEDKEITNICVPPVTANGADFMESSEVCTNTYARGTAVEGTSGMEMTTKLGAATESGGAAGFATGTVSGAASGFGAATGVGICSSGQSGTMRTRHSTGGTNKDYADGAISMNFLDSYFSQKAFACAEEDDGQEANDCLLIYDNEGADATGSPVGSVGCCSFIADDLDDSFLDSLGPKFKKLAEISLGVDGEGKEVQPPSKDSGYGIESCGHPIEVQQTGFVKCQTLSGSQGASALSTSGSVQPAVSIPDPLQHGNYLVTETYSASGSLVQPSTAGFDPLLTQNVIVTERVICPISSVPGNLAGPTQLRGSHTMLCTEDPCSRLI
# HTR5A ag ctr – HTR5A agonism, opioid heterodimer counter-screen. HTR5A agonist assay, luminescence, cell-based. activation, % at 9.3 µM. hit rate 0.61% among 340,000; in the data active = activation mostly above about 9.5%, no sharp cut-off; inactive = mostly below about 7.6%;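 note: 0% = cells with vehicle only and 100% = reference agonist; strong numbers were not always called active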
# MOR-DOR inv ag – inverse agonists of human mu-delta opioid receptor heterodimerization; hit rate 0.21% among 340,000; cell-based MOR-DOR heterodimer luminescence, inverse agonism; P35372+P41143; inhibition, % at 9.3 µM; in the data active = inhibition above about 22%, passing the limit was not always enough;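 note: 0% = cells with DMSO and 100% = wells without cells with DMSO; values of inactives mirror those of a sister screen read the other way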
# Arrestin-AP2 inh – blocks beta-arrestin peptide binding to AP2 adaptin; FITC-arrestin peptide / GST-AP2 beads, flow cytometry; AP2 beta2 appendage carries R879A mutation; inhibition, % at 10 µM; hit rate 0.31% among 340,000; AID 504490;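 active = inhibition above a set limit, near 3 SD of compounds lacking own fluorescence, cut at about 54% in these data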;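 note: plate controls were DMSO wells for no effect and 5 µM unlabelled arrestin peptide for full effect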
#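 System: GST-tagged AP2 beta2-adaptin appendage (R879A) on 4 µm glutathione beads / Reagent: FITC-arrestin peptide, 50 nM / Detection: HyperCyt-sampled flow cytometry, FL1 channel, ex 488/em 535 nm / Timing: 12 min plus 1 h, RT / Buffer or medium: PBS plus Tween 20 (0.05%) and BSA (0.1%)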
# OPRM1-OPRD1 ag – OPRM1-OPRD1 heterodimerization agonism | P35372+P41143 | cells, luminescence | activation, % at 9.3 µM | hit rate 0.3% among 340,000; in the data active = activation above about 18%;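 note: 0% = vehicle-treated cells and 100% = reference agonist; values of inactives mirror those of a sister screen read the other way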
# PKA-R2B act – activates the human PKA-R2B holoenzyme complex | P22694+P31323 | PKA-R2B holoenzyme dissociation, Cy5-IP20 fluorescence polarization; R2B truncated from residue 108, S112A mutant; 0% DMSO only, 100% 113 µM cGMP | activation, % at 11.4 µM | hit rate 0.079% among 340,000;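 active = activation above a cutoff set at the mean over all compounds plus 3 SD, cut at about 18% in these data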;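 note: higher means more holoenzyme dissociation and a rise in polarization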
# HTR5A inv ctr – counter-screen for OPRM1-OPRD1 inverse agonists: human HTR5A inverse agonism | P47898 | HTR5A cell line, luminescence | inhibition, % at 9.3 µM | hit rate 0.083% among 340,000; in the data active = inhibition mostly above about 23%, no sharp cut-off; inactive = mostly below about 18%;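 note: 0% = cells with DMSO and 100% = no-cell wells with DMSO; some compounds called inactive have numbers as strong as hits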
# PKA-R1A activ – activates the PKA-R1A holoenzyme complex; PKA-R1A dissociation, Cy5-IP20 fluorescence polarization; scaled: DMSO 0%, 113 µM cGMP 100%; AID 504707; activation, % at 11.4 µM; hit rate 0.083% among 340,000; P00514+P68181;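 active = percent activation above the mean of all tested compounds plus 3 SD, cut at about 19% in these data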;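 note: higher means more PKAc released from R1A so a rise in polarization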
# Active calls of the source: *; x = not tested or not shown.
SMILES,DAGLB inhibitor,V-ATPase pHluor,DSG3 Ab inh,HTR5A ag ctr,MOR-DOR inv ag,Arrestin-AP2 inh,OPRM1-OPRD1 ag,PKA-R2B act,HTR5A inv ctr,PKA-R1A activ
CCOC(=O)C1=C(CS(=O)(=O)c2ccc(C)cc2)NC(=O)NC1c1ccc(O)c(OC)c1 (configuration not stated),2,3,89,5,7,-13,-1.3,-2,12,-9
CC(C)(C)C(=O)Nc1cccc(OC(F)(F)C(F)Cl)c1 (configuration not stated),-5,-3,105,-1,-14,-5,2.7,-7,-13,-4
O=C1c2ccccc2NC2(CCCCC2)N1N=C1CCCCC1,0,-5,87,1,9,12,-1.8,-5,13,7
CCSc1nc2ccccc2n1S(=O)(=O)c1ccccc1,-1,3,99,-5,17,-10,-3.0,-6,13,-1
Cc1cccc(C=CC(=O)c2ccccc2)c1,-5,-1,97,-1,-14,-22,2.6,-7,2,1
Cn1cnc([N+](=O)[O-])c1Sc1nnc(-c2cccnc2)n1C,-3,2,96,-2,22,40,-4.3,-10,8,-6
CN(C(=O)c1cccc(NC(=O)Cc2ccc(NC(=O)C3CCCN(S(=O)(=O)c4cccc([N+](=O)[O-])c4)C3)cc2)c1)C1CCCC1 (configuration not stated),0,-2,92,4,-12,-5,2.6,-6,-15,4
CCN(CC)CCNC(=O)c1ccc(NC(=O)c2ccc(F)cc2F)cc1,3,-1,87,3,2,-5,-0.4,9,-7,2
CCOc1ccc(C(=O)c2cc([N+](=O)[O-])ccc2N2CCOCC2)cc1,1,5,x,2,2,2,-0.3,2,6,0
COCCCNC(=O)C[C@H]1C[C@H](C(=O)N2CCCCC2)[C@@]2(C)c3[nH]c4cc(-c5ccco5)ccc4c3CCN2C1=O,2,3,105,-4,6,34,-1.2,-2,13,8
Clc1ccc(-c2cc(CN3CCCCC3)no2)cc1Cl,-2,1,95,6,9,6,-1.7,3,-22,2
O=C(Nc1ccccc1)OCCCCCOC(=O)Nc1ccccc1,-5,-1,79*,8,3,-17,-0.7,-14,-30,-18
O=C(/C=C/c1ccc(Br)cc1)N1CCN(Cc2ccccc2)CC1,0,-6,104,0,-6,-2,1.1,-2,20,3
CCOC(=O)N1CCN(C(=O)CCC(=O)c2ccc(OCC)cc2)CC1,-3,2,107,7,13,6,-2.5,2,-19,-3
CCOc1cc(/C=N/NC(=O)c2nnn(-c3nonc3N)c2C)ccc1OCc1ccc(C)cc1,-1,2,98,x,x,x,x,-4,x,2
Cc1nc(N2CCOCC2)c2c(C)c(C(=O)Nc3ccc(C(F)(F)F)cc3)sc2n1,-1,0,92,10,-25,27,4.8,-2,23,-14
CN(C)/C=N/c1c(C#N)cnn1-c1ccccc1,-4,-2,90,5,11,2,-1.8,-7,6,-9
O=[N+]([O-])c1cccc(-c2nc(-c3ccccc3)c(-c3cccs3)[nH]2)c1,4,-2,102,-1,-1,20,0.1,0,-6,0
Cn1c(=O)n(C)c2cc(S(=O)(=O)Nc3ccccc3)ccc21,0,3,100,-3,14,27,-2.4,8,9,-2
O=C(CCl)N(c1ccccc1)c1c[nH]c2ccccc12,7,0,99,40*,-195,8,39*,2,-103,2
Cc1[nH]c(=O)[nH]c(=O)c1/C=N/NC(=O)[C@H](C)NC(=O)OC(C)(C)C,1,-7,103,2,0,13,0.0,-10,-10,3
CCNc1nc(OCCNC(C)=O)nc(N(C)C)n1,-2,3,107,4,17,4,-3.3,1,-9,-5
COc1ccc(NC(=O)CSc2nnc(COc3ccccc3)n2Cc2ccco2)cc1OC,-1,-1,98,3,7,-1,-1.3,-10,-25,-8
Cc1c(C(=O)N(CCO)Cc2ccccc2)oc2c(F)cccc12,-2,2,113,4,10,-5,-2.0,1,-14,8
O=C(CCCn1nnc2ccccc2c1=O)N[C@@H](Cc1ccccc1)C(=O)O,-1,-1,89,-2,6,14,-1.2,9,14,4
COC(=O)c1ccc(CNC(=O)COC(=O)/C=C/c2cccc(OC)c2)cc1,-8,2,107,x,x,x,x,-4,x,3
O=C1CC(C(=O)Nc2ccccc2)N=C(N2CCCCC2)N1 (configuration not stated),0,x,97,5,5,4,-1.0,-9,-9,-4
COc1ccc(CN2C(=O)c3ccccc3C2C(=O)NC2CCCC2)c(OC)c1 (configuration not stated),-1,9.8*,101,0,15,23,-2.8,0,-16,-14
N#C/C(=C\c1ccccc1[N+](=O)[O-])C(=O)NCc1ccccc1,-1,2,114,7,18,7,-3.4,-8,-5,-12
Cn1c(SCC(=O)NCCc2ccccc2)nc2c([nH]c3ccccc32)c1=O,1,1,87,4,11,5,-2.3,-8,12,4
c1ccc(-c2cc(-c3nnco3)c3ccccc3n2)nc1,0,6,117,0,12,-8,-2.4,-5,1,-15
Cc1cccc(N2CCN(C(=O)c3c(C)nn(Cc4ccccc4Cl)c3C)CC2)c1C,-6,2,101,8,-3,-6,0.5,5,-20,-3
O=C1C(=O)c2ccc(-c3ccccc3)cc2-c2ccccc21,4,6,97,5,-118,-2,26*,-11,-22,-10
Cc1cc(C)nc(N2CCCC(C(=O)NC(C)C)C2)n1 (configuration not stated),-1,0,97,0,7,2,-1.4,-7,1,4
Cc1cccc(CC(=O)Nc2cc(C)c3c(=O)oc4ccccc4c3n2)c1,-2,-1,90,3,8,16,-1.6,-8,-9,-4
O=C(CN1CCCCCC1)Nc1ccccc1C(=O)Nc1ccccc1,-2,1,105,4,-32,-13,4.9,-2,15,-1
COc1ccccc1OCc1ccc(C(=O)NN)o1,-2,-5,x,6,12,20,-2.5,9,-19,5
CCCCCC(=O)NCc1c(C(F)(F)F)nn(C)c1N1CCOCC1,4,6,116,-1,1,-20,-0.1,-13,3,-11
COC(=O)c1ccc(NC(=O)C(C)N2C(=O)c3ccccc3C2=O)cc1 (configuration not stated),-2,-2,105,2,-2,11,0.3,3,19,2
CCOC(=O)N1CCN(C(=S)Nc2ccc3nc(N4CCN(CC)CC4)cc(C)c3c2)CC1,2,1,112,2,6,3,-1.2,-7,10,-10
Cc1ccccc1-c1n[nH]nc1C1=CC(=O)C[C@H](c2ccc(F)cc2)C1,-3,0,115,x,x,x,x,-6,x,-16
COc1cc(OC)cc(C(=O)OCC(=O)NCCCc2ccccc2)c1,-7,0,86,-4,12,31,-2.1,-13,15,0
CC(C)NC(=O)COC(=O)c1ccc(Cl)c(S(N)(=O)=O)c1,1,-5,118,1,5,19,-1.2,3,-3,-13
O=C(c1ccc2ccccc2c1)N1CCCCC1,-2,1,x,-7,16,-2,-2.5,0,-5,5
CS(=O)(=O)N(Cc1ccc(Cl)cc1)c1ccc(C(=O)NCC2CCCO2)cc1 (configuration not stated),-3,-2,81,3,12,36,-2.4,-2,-7,2
O=[N+]([O-])c1cccc(C2Nc3cccc4cccc(c34)N2)c1,11,-2,115,0,-9,23,1.8,-3,-12,-3
CCOc1ccc(CN(C)CC(=O)Nc2cccc3ccccc23)cc1OC,-4,3,x,-1,12,-38,-2.7,-4,-12,-10
CCOC(CNC(=O)c1cccn2c(=O)c3cc(Cl)ccc3nc12)OCC,-6,2,99,1,8,-5,-1.5,-5,-46,8
Cc1ccc(S(=O)(=O)NNC(=O)CCC(=O)Nc2ccc(C)cc2C)cc1,2,3,109,-2,-3,-5,0.6,2,7,1
Cc1cccc(N2CCN(C(=O)COc3ccc4c(c3)CCC4)CC2C)c1 (configuration not stated),-7,-1,x,1,-5,1,1.4,-7,-8,6
CCC/C(=N\NC(=O)c1ccco1)c1ccc(Cl)s1,-11,0,99,0,6,-17,-0.9,-6,-6,3
COc1ccc(/C=C2\SC(=S)N(CCC(=O)Nc3ccc(C(=O)O)cc3)C2=O)cc1OC,-1,-5,99,6,9,-8,-2.1,1,-21,-3
Cc1cc(C(=O)Nc2ccccc2C)on1,-3,2,99,3,11,22,-2.0,1,-8,2
CCOC(=O)Nc1ccc2c(C)cc(=O)oc2c1,-2,1,102,-1,-4,13,0.7,-5,16,-17
O=C(Nc1cccc2ncccc12)C(Cl)(Cl)Cl,-1,-4,103,0,21,-1,-4.0,-8,1,-8
Cc1ccc(NC(=O)Nc2nnc(-c3ccncc3)s2)cc1,4,5,99,6,5,-1,-0.9,-3,-16,-9
CC(C)CN=c1cc(-c2ccccc2)oc2ccc(Cl)cc12,-7,-4,107,-1,10,-7,-1.7,0,-22,-10
CC(NC(=O)Cc1ccccc1)C(=O)O (configuration not stated),3,1,112,2,6,-3,-1.2,-7,-6,14
O=C1CSC(=Nc2ccc(O)cc2)N1c1ccc(O)cc1,0,0,106,-4,13,22,-2.6,-6,10,-8
O=C(Cn1ncc2c([nH]c3ccccc32)c1=O)N1CCN(c2ccccc2F)CC1,-1,-3,94,-3,4,40,-0.9,-1,11,2

# Already shown: an excerpt of the list.
SMILES,DAGLB inhibitor,V-ATPase pHluor,DSG3 Ab inh,HTR5A ag ctr,MOR-DOR inv ag,Arrestin-AP2 inh,OPRM1-OPRD1 ag,PKA-R2B act,HTR5A inv ctr,PKA-R1A activ
CCC/C(=N\NC(=O)c1ccco1)c1ccc(Cl)s1,-11,0,99,0,6,-17,-0.9,-6,-6,3
COc1ccc(/C=C2\SC(=S)N(CCC(=O)Nc3ccc(C(=O)O)cc3)C2=O)cc1OC,-1,-5,99,6,9,-8,-2.1,1,-21,-3

# Following part
SMILES,DAGLB inhibitor,V-ATPase pHluor,DSG3 Ab inh,HTR5A ag ctr,MOR-DOR inv ag,Arrestin-AP2 inh,OPRM1-OPRD1 ag,PKA-R2B act,HTR5A inv ctr,PKA-R1A activ
COc1cccc(C2c3c(oc4ccccc4c3=O)C(=O)N2c2ccccn2)c1 (configuration not stated),-1,7,106,5,11,-3,-2.1,2,-15,-9
O=C(Nc1ccc(S(=O)(=O)N2CCCCC2)cc1)c1ccco1,2,-4,104,5,6,39,-1.0,3,-13,-13
COc1ccc(C(=O)N/C(=C\c2ccc(Cl)cc2)C(=O)NCC2CCCO2)cc1 (configuration not stated),2,0,x,5,-6,-2,1.1,-2,1,7
CC(C)c1ccc(C(C(=O)NC2CCCCC2)N(C(=O)c2csnn2)C2CC2)cc1 (configuration not stated),-3,-2,111,5,-14,4,2.6,-5,-12,-21
COc1ccc(N2C(=O)CC(N3CCN(c4nc5ccccc5s4)CC3)C2=O)cc1 (configuration not stated),-1,-3,96,6,10,1,-2.4,-7,-16,-4
OC1(c2ccc(Cl)cc2)CCN(Cc2cn[nH]c2-c2ccc(F)cc2)CC1,-1,-1,104,-5,-2,10,0.4,1,-11,8
CCOc1cc(N2CCOCC2)c(OCC)cc1NC(=O)COC(=O)COc1ccc(C#N)cc1,0,0,110,-1,8,-14,-2.5,5,26,7
CCn1c(SC)nnc1-c1c[nH]c2ccccc12,2,-2,116,1,0,-6,0.0,0,-26,-3
O=C(Nc1ccc2c(c1)OCCO2)N1CCN(c2ccccc2)CC1,0,2,x,1,7,49,-1.4,7,-4,-1
O=C(CN1C(=O)CC(c2ccco2)Sc2ccccc21)NCc1ccc2c(c1)OCO2 (configuration not stated),-1,0,104,-2,8,-5,-1.6,-15,-8,0
Cc1onc(-c2ccccc2Cl)c1C(=O)N(C)C1CCCCC1,0,0,104,12,-15,10,2.9,1,-35,19
